# Screens deposited in PubChem by Johns Hopkins Ion Channel Center.
# RGS4 block = inhibitors of human RGS4 | P49798 | HEK293 M3R/RGS4 inducible, Fluo-4 calcium flux; active compounds read high; triggered by carbachol at its EC20 | B-score at 10 µM | 310,000 compounds, 0.45% hits | AID 463165;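 active = B-score, a plate-corrected calcium signal, over three deviations above library mean, with baseline fluorescence within five deviations of library mean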;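 note: RGS4 expression induced by doxycycline in cells with stable M3 receptor; B-score is computed from the integrated fluorescence ratio over baseline after carbachol; higher B-score means a larger calcium signal and so more RGS4 inhibition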
# Target sequence (P49798 whole entry, looked up): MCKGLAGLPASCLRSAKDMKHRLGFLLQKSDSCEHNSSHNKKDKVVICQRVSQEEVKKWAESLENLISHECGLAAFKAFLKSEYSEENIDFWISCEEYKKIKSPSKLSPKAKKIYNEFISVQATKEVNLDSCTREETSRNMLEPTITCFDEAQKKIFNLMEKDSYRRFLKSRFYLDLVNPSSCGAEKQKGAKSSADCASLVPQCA
# TRPC6 activator = activators of mouse TRPC6 channel; Q61143; HEK293-TRPC6 membrane potential dye fluorescence; active compounds read high; B-score at 10 µM; 310,000 compounds, 0.13% hits; AID 2550;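 active = B-score of the integrated fluorescence ratio above library mean plus 3 SD, and starting fluorescence ratio within library mean plus 5 SD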;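 note: higher score means more depolarization so channel activation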
# MrgX1 antag = antagonists of human MrgX1 receptor; AID 588676; B-score at 10 µM; 310,000 compounds, 1.3% hits; MRGX1-HEK293 calcium flux, Fluo-4, BAM8-22 antagonism; active compounds read low; Q96LB2;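 active = calcium-response B-score plate-corrected more than 3 library SD below zero, starting fluorescence within 5 deviations, no agonist response on first addition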;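 note: peak minus trough fluorescence over baseline after final BAM8-22 challenge near maximal dose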
# Target sequence (Q96LB2 whole entry, looked up): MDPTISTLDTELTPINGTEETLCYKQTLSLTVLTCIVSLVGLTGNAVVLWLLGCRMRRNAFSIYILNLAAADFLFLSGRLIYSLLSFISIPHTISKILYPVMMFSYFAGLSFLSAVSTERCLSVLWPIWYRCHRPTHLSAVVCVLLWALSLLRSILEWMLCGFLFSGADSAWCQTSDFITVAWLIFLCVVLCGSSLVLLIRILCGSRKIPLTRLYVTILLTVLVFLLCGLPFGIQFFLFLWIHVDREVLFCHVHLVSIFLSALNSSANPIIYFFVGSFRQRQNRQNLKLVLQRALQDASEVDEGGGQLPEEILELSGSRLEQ
# TRPC4 inh = inhibitors of mouse TRPC4 channel; Q9QUQ5; HEK293 TRPC4beta/mu-opioid, DAMGO-evoked Fluo4 calcium flux; active compounds read low; B-score at 10 µM; 300,000 compounds, 0.39% hits; AID 2247;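 active = B-score over 3 SD under the library average, no early fluorescence shift, positive overall ratio signal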
#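 Material: HEK293 cells with stable TRPC4beta plus mu-opioid receptor expression; probe or stimulus: DAMGO in two steps, submaximal then maximal; technique: Fluo4 calcium fluorescence by kinetic imaging, 5 s 1 Hz baseline; measure: integrated fluorescence ratio relative to baseline, converted to per-well B score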
# TRPC4 potent = allosteric potentiators of mouse TRPC4 channel; 310,000 compounds, 0.42% hits; Q9QUQ5; HEK293 TRPC4beta/mu-opioid, DAMGO EC20, Fluo-4 Ca2+ flux; active compounds read high; AID 2227; B-score at 10 µM;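 active = B-score of calcium response area above 5 SD of library B-scores, with initial fluorescence ratio within 5 SD of library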;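 note: B-score of integrated fluorescence ratio over time as area under calcium response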
# TRPC4 agonist = activators of mouse TRPC4 channel; 310,000 compounds, 0.49% hits; B-score at 10 µM; HEK293 TRPC4beta/mu-opioid, Fluo4 calcium fluorescence; active compounds read high;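 active = B-score above 5 SD of library B-scores, and initial fluorescence ratio not above library mean plus 5 SD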;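 note: positive B-score marks a calcium rise read as TRPC4 activation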
#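 System – HEK293 cells stably co-expressing mouse TRPC4beta and mu-opioid receptor · Signal – Fluo4 calcium-sensitive dye fluorescence, kinetic, 1 Hz baseline · Benchmarks – buffer (low) and maximal DAMGO (high) · Read-out – B score of integrated fluorescence ratio per well · Incubation – dye loading 45 min room temperature, 110 s kinetic read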
# MrgX1 ag = activates human MrgX1 receptor signaling | MrgX1-HEK293 cells, Fluo-4 calcium fluorescence, agonist mode; active compounds read high | 310,000 compounds, 0.44% hits | AID 588627 | B-score at 10 µM;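 active = calcium response B-score plate-corrected fluorescence ratio at least 3 library SD, with starting fluorescence B-score inside 5 SD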
#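 Assay system: MrgX1-expressing HEK293 cells / Amount: fifteen thousand cells per well / Doses: test compound in the initial addition of three / Timing: cells plated overnight, dye loaded 0.5 h 37 °C, 0.5 h room temperature / Technique: kinetic calcium dye fluorescence, Fluo-4 NW / Control set: positive and negative controls per plate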
# ANO1 activ = mouse TMEM16A channel activation, primary screen; B-score at 10 µM; Q8BHY3; 340,000 compounds, 0.3% hits; AID 623877; HEK293 TMEM16A/YFP-H148Q/I152L, iodide quench fluorescence; active compounds read low;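 active = fluorescence-ratio B-score plate-corrected deviation score at least 3 library SD below zero, with starting fluorescence score within 5 deviations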;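 note: channel opened by trigger with iodide after compound preincubation; score built on the fluorescence ratio of max minus min over baseline; more negative score means more quench and so TMEM16A activation or potentiation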
# TRPC6 inh = mouse TRPC6 channel inhibition; B-score at 10 µM; Q61143; HEK293-TRPC6, membrane potential dye, ACh-evoked depolarization; active compounds read low; AID 2553; 310,000 compounds, 1.1% hits;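 active = B-score under library mean minus 3 SD, initial fluorescence not abnormally high, positive integrated signal ratio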;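 note: B-score derived from integrated fluorescence ratio over the kinetic read; more negative B-score means stronger inhibition of depolarization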
# MrgX1 PAM = allosterically activates human MrgX1 receptor signaling. MrgX1-HEK293, Fluo-4 calcium flux, FDSS; active compounds read high. 310,000 compounds, 0.63% hits. AID 588675. Q96LB2. B-score at 10 µM;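 active = plate-corrected calcium response at least 3 library SD above typical, normal starting fluorescence, not activating the receptor alone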;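 note: compound read alongside a low EC10 to EC30 dose of BAM8-22 agonist; peak minus trough fluorescence over baseline measured at the second addition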
# ANO1 block = blocks the mouse calcium-activated chloride channel TMEM16A; Q8BHY3; HEK293 TMEM16A/YFP iodide influx fluorescence, ionomycin; normalized B-score (activity score, 25-100; higher = stronger inhibition) at 10 µM; 310,000 compounds, 1.2% hits;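 active = ratio plate-corrected score three or more library SD toward inhibition, starting fluorescence score within five deviations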;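 note: score derived from kinetic fluorescence span divided by baseline fluorescence per well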
# * hit, by the source's call; i = inactive.
# Letter code: A = RGS4 block; B = TRPC6 activator; C = MrgX1 antag; D = TRPC4 inh; E = TRPC4 potent; F = TRPC4 agonist; G = MrgX1 ag; H = ANO1 activ; I = TRPC6 inh; J = MrgX1 PAM; K = ANO1 block
Cc1cccc(CS(=O)(=O)Cc2ccc(C(=O)NC3CCCCC3)o2)c1
  A: i | B: i | C: i | D: i | E: i | F: i | G: i | H: i | I: i | J: i | K: i
CC(C)NS(=O)(=O)c1ccc(CCC(=O)N2CCCCC2)cc1
  A: i | B: i | C: i | D: i | E: i | F: i | G: i | H: i | I: i | J: i | K: i
Fc1ccc(COc2ccc(Cl)cc2/C=N/Nc2nc(N3CCCC3)nc(N3CCCC3)n2)cc1
  A: i | B: i | C: i | D: i | E: i | F: i | G: i | H: i | I: i | J: i | K: i
O=S(=O)(c1cccc(-c2nc3n(n2)Cc2ccccc2-3)c1)N1CCCC1
  A: i | B: i | C: i | D: i | E: i | F: i | G: i | H: i | I: i | J: i | K: i
COc1ccc(Cl)cc1CN1CCN(c2nc(C)cc(C)c2C#N)CC1
  A: i | B: i | C: i | D: i | E: i | F: i | G: i | H: i | I: i | J: i | K: i
O=C1CN(S(=O)(=O)c2ccc(Cl)cc2)CC(=O)N1CCc1ccccc1
  A: i | B: i | C: i | D: i | E: i | F: i | G: i | H: i | I: i | J: i | K: i
Cc1cccn2c(=O)c3cc(C(N)=S)c(=N)n(CCCN4CCOCC4)c3nc12
  A: i | B: i | C: i | D: i | E: i | F: i | G: i | H: i | I: i | J: i | K: i
Cc1cc(C)cc(C(=O)NCCC(=O)NCc2cc(=O)n(C)c(=O)n2C)c1
  A: i | B: i | C: i | D: i | E: i | F: i | G: i | H: i | I: i | J: i | K: i
COc1ccc(C(CC(=O)c2ccccc2)C2CCCCC2=O)cc1 (stereo not given)
  A: i | B: i | C: i | D: i | E: i | F: i | G: i | H: i | I: i | J: i | K: i
COC(=O)COc1ccc(S(=O)(=O)Nc2ccccc2C(=O)OC)cc1
  A: i | B: i | C: i | D: i | E: i | F: i | G: i | H: i | I: i | J: i | K: i
COc1ccccc1N(CC(O)CN1C(C)CCCC1C)S(=O)(=O)c1ccccc1 (stereo not given)
  A: i | B: i | C: i | D: i | E: i | F: i | G: i | H: i | I: i | J: i | K: i
COc1cc2c(cc1OC)C(COc1ccc(F)cc1)N(C(=O)c1ccco1)CC2 (stereo not given)
  A: i | B: i | C: i | D: i | E: i | F: i | G: i | H: i | I: i | J: i | K: i
Cc1csc(=O)n1CC(=O)OC(C)C(=O)Nc1ccc(F)c(F)c1F (stereo not given)
  A: i | B: i | C: i | D: i | E: i | F: i | G: i | H: i | I: i | J: i | K: i
COc1ccccc1/C=C/c1onc(C)c1S(=O)(=O)N1CCC(C(=O)NC(C)C)CC1
  A: i | B: i | C: -5.5* | D: i | E: i | F: i | G: i | H: i | I: i | J: i | K: i
CCCOc1ccc(-c2nc(-c3ccc([N+](=O)[O-])cc3)cs2)cc1
  A: i | B: i | C: i | D: i | E: i | F: i | G: i | H: i | I: i | J: i | K: i
COc1ccc(N2CCN(C(=O)c3ccc(CS(=O)(=O)c4ccc(Br)cc4)o3)CC2)cc1
  A: i | B: i | C: i | D: i | E: i | F: i | G: i | H: i | I: i | J: i | K: i
Cc1ccc(-c2cc(C(=O)NCCc3ccccn3)c3ccccc3n2)c(C)c1
  A: i | B: i | C: i | D: i | E: i | F: i | G: i | H: i | I: i | J: i | K: i
CCCCCN(C(=O)CCC(=O)OCC(=O)c1cccc(OC)c1)c1c(N)n(CCCC)c(=O)[nH]c1=O
  A: i | B: i | C: i | D: i | E: i | F: i | G: i | H: i | I: i | J: i | K: i
COc1cc(/C=C2\C(=N)N3N=C(S(C)(=O)=O)SC3=NC2=O)ccc1OC(=O)c1cccs1
  A: i | B: i | C: i | D: -7* | E: i | F: i | G: i | H: i | I: i | J: 8.2* | K: i
COc1ccc(C2C(C(=O)c3cccs3)=C(O)C(=O)N2c2cccc(C)n2)cc1OC (stereo not given)
  A: i | B: i | C: i | D: i | E: i | F: i | G: i | H: i | I: i | J: i | K: i
COc1cc(/C=N/n2cnnc2)ccc1OC(=O)c1cccnc1
  A: i | B: i | C: i | D: i | E: i | F: i | G: i | H: i | I: i | J: i | K: i
Cc1ccn(C(C)CC(=O)N2CCc3ccccc32)n1 (stereo not given)
  A: i | B: i | C: i | D: i | E: i | F: i | G: i | H: i | I: i | J: i | K: i
NC(=O)CC(NC(=O)Cc1ccc(Cl)cc1)c1ccc(NC2CCN(Cc3ccccc3)CC2)c([N+](=O)[O-])c1 (stereo not given)
  A: i | B: i | C: i | D: i | E: i | F: i | G: i | H: i | I: i | J: i | K: i
